# Compound activity (PubChem)
# DT40 TDP1 CPT: growth inhibition of DT40 Tdp1-/-;hTDP1 cells with camptothecin (screen for TDP1 inhibitors); chicken DT40 Tdp1-/-;hTDP1 cells + 20 nM CPT, ATP luminescence, 48 h; Potency, µM (highest dose often 46.2 µM), for inactives: top-dose activity change, negative = growth inhibition, hits mostly inhibitors; 12% of 420,000 active; AID 686979; also: nearly all actives have a fitted effect of over 55% in size
#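 Cell growth measured by CellTiter-Glo luminescence after a minimum 48 h, 37 C compound exposure with 20 nM CPT in Tdp1-knockout DT40 cells stably expressing hTDP1, seeded 400/well; qHTS titration format.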
# TDP1 cell noCPT: qHTS for Inhibitors of human tyrosyl-DNA phosphodiesterase 1 (TDP1): qHTS in cells in absence of CPT. DT40 Tdp1-/- hTDP1 cells, no CPT, ATP luminescence, 48 h. Potency, µM (highest dose often 46.2 µM), for inactives: at the highest dose activity change, negative = growth inhibition, actives largely listed as inhibitors. 15% of 420,000 active. AID 686978, 2013; also: nearly all actives have a fitted effect of over 55% in size
#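 Camptothecin absent (DMSO only). Human TDP1-complemented DT40 knockout cells, 400 cells/well, 37 °C for minimum 48 hr; ATP measured via CellTiter-Glo, 30 min dark incubation, luminescence.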
# KAT2A inh: blocks human GCN5L2 histone acetyltransferase | Potency, µM (top dose mostly 58.9 µM), for inactives: at the top dose activity change, negative = inhibition, most hits filed as inhibitors | GCN5L2 HAT assay, ThioGlo1 CoA-SH fluorescence | Q92830 | 0.21% of 390,000 active
# Target sequence (Q92830 whole entry, looked up): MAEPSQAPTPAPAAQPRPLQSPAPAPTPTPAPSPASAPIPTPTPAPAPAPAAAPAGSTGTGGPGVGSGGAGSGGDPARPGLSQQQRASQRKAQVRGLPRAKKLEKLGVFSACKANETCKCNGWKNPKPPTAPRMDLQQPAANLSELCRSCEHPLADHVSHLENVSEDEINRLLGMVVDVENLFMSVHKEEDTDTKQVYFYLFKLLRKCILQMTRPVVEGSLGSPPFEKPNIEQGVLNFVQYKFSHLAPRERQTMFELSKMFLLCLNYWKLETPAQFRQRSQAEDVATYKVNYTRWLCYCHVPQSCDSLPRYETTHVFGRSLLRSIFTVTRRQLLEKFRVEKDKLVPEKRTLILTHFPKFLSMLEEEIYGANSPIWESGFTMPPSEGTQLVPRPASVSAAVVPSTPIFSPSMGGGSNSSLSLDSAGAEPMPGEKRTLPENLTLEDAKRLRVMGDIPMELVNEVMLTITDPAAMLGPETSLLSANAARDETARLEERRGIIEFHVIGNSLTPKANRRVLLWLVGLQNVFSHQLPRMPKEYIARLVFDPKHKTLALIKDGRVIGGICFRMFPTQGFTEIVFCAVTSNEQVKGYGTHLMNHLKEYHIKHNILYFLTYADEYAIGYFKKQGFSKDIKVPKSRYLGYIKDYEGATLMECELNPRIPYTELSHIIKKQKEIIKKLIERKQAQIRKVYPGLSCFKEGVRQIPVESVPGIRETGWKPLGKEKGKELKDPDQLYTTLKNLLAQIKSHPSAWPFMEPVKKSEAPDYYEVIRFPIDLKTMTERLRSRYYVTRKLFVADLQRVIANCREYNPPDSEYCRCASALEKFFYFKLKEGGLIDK
#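 Preincubate 20nM GCN5L2 with compound 15 min, RT → add 50uM ThioGlo1 + 75uM H3(1-25) + 70uM acetyl-CoA → read fluorescence 0 and 20 min. Primary qHTS; fluorescent artifacts likely.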
# * marks the source's active call; other numbers are inactive results; ? = inconclusive; / = no result given; & = joins results of further samples; [ ] = dose if it differs, or a comment. Calls follow the shape of the dose curve; as a rule, active = well fitted curve in the direction sought with a large enough effect; inconclusive = small, poorly fitted or top-dose-only effect, or another doubt; inactive = no such curve, though single readings can be large; an effect the other way counts as inactive or inconclusive. % is scaled to controls: 0 for no effect and ±100 for the full control effect; potency is read from the fitted curve at half-maximal effect.
structure	DT40 TDP1 CPT	TDP1 cell noCPT	KAT2A inh
CC1(C)CC(=O)C2=C(C1)Nc1ccccc1NC2c1ccc(F)cc1 (stereo unspecified)	-29%	?	0%
O=C(NC1CCc2ccccc21)C1CCN(S(=O)(=O)c2ccc(-n3cnnn3)cc2)CC1 (stereo unspecified)	-11%	?	2%
CC1(C(=O)NS(=O)(=O)c2ccc3ccccc3c2)CCN1C(=O)CC1CCCCC1 (stereo unspecified)	-3%	10%	/
O=C(Cc1ccccc1)NC(NCCCN1CCOCC1)(C(F)(F)F)C(F)(F)F	0%	6%	1%
COc1cccc(Nc2nc(-c3ccccc3)nc3ccccc23)c1	23µM*	?	-16%
COc1c(Br)cc(Br)cc1C(=O)Nc1ccccc1N1CCCC1	?	?	3%
COc1ccc(CCNS(=O)(=O)c2ccc3c(c2)CCCC3)cc1OC	?	?	-11%
COc1ccc2cc3cc(C(=O)NCCN4CCN(c5ccccc5F)CC4)oc3nc2c1	?	16µM*	17%
CCC1CCCCN1S(=O)(=O)c1ccc(NC(=O)c2cc(=O)c3ccccc3o2)cc1 (stereo unspecified)	3.3µM*	?	-9%
Cc1nn(C(C)c2n[nH]c(=S)n2-c2cccc(Cl)c2)c(C)c1[N+](=O)[O-] (stereo unspecified)	-3%	1%	-4%
COc1ccc(S(=O)Cc2ccc(C(=O)NC3CC3)o2)cc1 (stereo unspecified)	23%	11%	-4%
Cc1ccc(C)c(OCc2nc3ccccc3[nH]2)c1	?	?	-17%
COc1ccc(N2CCN(C(CNC(=O)c3ccco3)c3cccnc3)CC2)cc1 (stereo unspecified)	?	?	-5%
CCc1nc2ccc(C(=O)N3CCN(c4ccccc4)CC3)cn2c1N(C)CCCc1ccccc1	13µM*	16µM*	/
COc1ccc(-n2c(Cc3cccn3C)nnc2SCC(=O)Nc2ccc(F)cc2F)cc1	-4%	-28%	0%
NS(=O)(=O)c1cccc(NC(=O)c2cc3ccccc3o2)c1	?	?	7%

# As entered above.
# In TDP1 cell noCPT, `COc1ccc(-n2c(Cc3cccn3C)nnc2SCC(=O)Nc2ccc(F)cc2F)cc1` reads -28%
# In TDP1 cell noCPT, `Cc1nn(C(C)c2n[nH]c(=S)n2-c2cccc(Cl)c2)c(C)c1[N+](=O)[O-]` (stereo unspecified) reads 1%
# In DT40 TDP1 CPT, `CCC1CCCCN1S(=O)(=O)c1ccc(NC(=O)c2cc(=O)c3ccccc3o2)cc1` (stereo unspecified) reads 3.3µM*
# In TDP1 cell noCPT, `COc1ccc(S(=O)Cc2ccc(C(=O)NC3CC3)o2)cc1` (stereo unspecified) reads 11%
# In DT40 TDP1 CPT, `CCc1nc2ccc(C(=O)N3CCN(c4ccccc4)CC3)cn2c1N(C)CCCc1ccccc1` reads 13µM*
# In KAT2A inh, `COc1ccc(N2CCN(C(CNC(=O)c3ccco3)c3cccnc3)CC2)cc1` (stereo unspecified) reads -5%

# (next part)
structure	DT40 TDP1 CPT	TDP1 cell noCPT	KAT2A inh
CN(C)S(=O)(=O)n1cc(/C=C(\NC(=O)c2ccccc2Cl)C(=O)NCCN2CCOCC2)c2ccccc21	?	?	-2%
O=C(Nc1ccc(Cl)cc1)c1cc(S(=O)(=O)N2CCCCC2)ccc1N1CCOCC1	-29%	?	/
CCOCCCNC(=O)c1cn(CC)c2ccc(S(=O)(=O)N3CCCC3)cc2c1=O	-22%	-12%	-6%
Cc1cc(=O)n(Cc2ccccc2)c2c1c(C)nn2C	?	?	-7%
O=C(C[C@H]1C[C@H](C(=O)N2CCCCC2)[C@@]2(CCc3ccccc3)c3[nH]c4ccc(Cl)cc4c3CCN2C1=O)NCCc1ccccn1	?	18µM*	-9%
COc1ccccc1NS(=O)(=O)c1cc(NC(=O)CCC(=O)c2cccs2)ccc1Cl	?	?	-7%
CCC1(c2ccccc2)NC(=O)N(CC(=O)Nc2ccccc2N2CCCC2)C1=O (stereo unspecified)	?	-19%	0%
CC(=O)Nc1nc(C)c(C(C)=O)s1	15µM*	?	-7%

# A second format for some results above.
CCOCCCNC(=O)c1cn(CC)c2ccc(S(=O)(=O)N3CCCC3)cc2c1=O
  DT40 TDP1 CPT = -22%; TDP1 cell noCPT = -12%; KAT2A inh = -6%
Cc1cc(=O)n(Cc2ccccc2)c2c1c(C)nn2C
  DT40 TDP1 CPT = ?; TDP1 cell noCPT = ?; KAT2A inh = -7%
O=C(C[C@H]1C[C@H](C(=O)N2CCCCC2)[C@@]2(CCc3ccccc3)c3[nH]c4ccc(Cl)cc4c3CCN2C1=O)NCCc1ccccn1
  DT40 TDP1 CPT = ?; TDP1 cell noCPT = 18µM*; KAT2A inh = -9%
COc1ccccc1NS(=O)(=O)c1cc(NC(=O)CCC(=O)c2cccs2)ccc1Cl
  DT40 TDP1 CPT = ?; TDP1 cell noCPT = ?; KAT2A inh = -7%

# (listing goes on)
structure	DT40 TDP1 CPT	TDP1 cell noCPT	KAT2A inh
N/C(=N\OC(=O)CCCOc1ccccc1)c1ccc(Br)cc1	-13%	?	-3%
C=CCN(c1ccccc1)S(=O)(=O)c1ccc2c(c1)N(C(C)=O)CCO2	-25%	4%	-1%
Fc1ccccc1C(NCCc1ccc(Cl)cc1)c1nnc(-c2ccccc2)o1 (stereo unspecified)	18µM*	?	-4%
Cc1cc(C)c2nc(N3CCOCC3)c(C#N)cc2c1	-19%	-9%	-6%
CCCOc1ccc2c(c1)C(=NN=C(N)N)c1cc(OCCC)ccc1-2	26µM*	23µM*	-17%
O=[N+]([O-])c1ccc(CN2CCC(Cc3ccccc3)CC2)cc1	?	?	-5%
CCn1nc(CC(=O)Nc2ccc(-n3cnnn3)c(C)c2)c2ccccc2c1=O	-20%	?	-9%
CCCCCN1C(C(=O)c2ccccc2)=C(OC(=O)CC)c2ccccc2S1(=O)=O	4.6µM*	5.2µM*	-17%
Cc1nc(CN2CCN(Cc3nc(C(c4ccccc4)c4ccccc4)no3)CC2)cs1	7.3µM*	10µM*	-3%
CC(=O)OC(COc1ccc(F)cc1)Cn1cnc2ccccc21 (stereo unspecified)	-19%	?	-3%
O=C(Nc1ncccc1O)c1ccc(Cl)c(S(=O)(=O)N2CCCCCC2)c1	5%	-12%	-3%
c1cc2c3c(cccc3c1)NC1(CCCCCC1)N2	?	12µM*	-2%
Cc1cc[n+]2n1CC(O)C2 (stereo unspecified)	27%	-5%	1%
Cc1n[nH]c(C)c1S(=O)(=O)N1CCCC(C(=O)Nc2ccc(Cl)cc2)C1 (stereo unspecified)	?	7.3µM*	-11%
CN(Cc1cccc(-n2cccn2)c1)Cc1cn(C)nc1-c1ccccc1F	?	?	4%
CC(C)NC(=O)N(C)C[C@H]1Oc2ccc(NC(=O)Nc3ccc4c(c3)OCO4)cc2C(=O)N([C@H](C)CO)C[C@@H]1C	11%	20%	3%
CN(Cc1nc(-c2cnccn2)no1)Cc1n[nH]c2c1CCCCC2	-18%	1%	-5%
CCOc1ccc(NC(=O)c2cnc3sc(N4CCOCC4)nn3c2=O)cc1	2%	-11%	-6%
Cc1ccc(/C=N\n2c(-c3ccccc3)n[nH]c2=S)s1	5%	-20%	-8%
Cc1cccc(-c2noc(CNC(=O)c3ccoc3C)n2)c1	-8%	3%	0%
COc1cccc(N2CCN(C(=O)CN(c3ccc(C)cc3)S(=O)(=O)c3c(C)n[nH]c3C)CC2)c1	-9%	?	-6%
Cc1nn(-c2ccccc2)c2sc(C(=O)OC3CCOC3=O)cc12 (stereo unspecified)	6%	-17%	-16%
COc1cccc(-c2cc(C(=O)N3CCN(Cc4ccc5c(c4)OCO5)CC3)on2)c1	-18%	-11%	-4%
CCN(Cc1ccccc1)C(=O)CCS(=O)(=O)c1ccc2c(c1)oc(=O)n2C	-10%&-23%	17%&-6%	-3%&3%
Cc1cnc(C(=O)OCC(=O)NC23CC4CC(CC(C4)C2)C3)cn1	-8%	-10%	-9%
COc1ccc(Cc2nnc3n2N=C(c2cc4ccccc4o2)CS3)cc1OC	?	?	/
O=C(N/N=C1\CCCc2ccccc21)C(O)c1ccccc1 (stereo unspecified)	-17%	-11%	-2%
Cc1cc(N2C(=O)C(O)=C(C(=O)c3cc4ccccc4o3)C2c2cccc(Cl)c2)no1 (stereo unspecified)	?	?	?
CC(=O)N1C(=O)C2(Nc3ccccc3N2)c2ccccc21	5%	-4%	/
COc1ccc(-c2nc(CS(=O)(=O)CC(=O)NCc3cccc(F)c3)c(C)o2)cc1	-29%	-18%	-2%
O=C(NCc1ccccc1)c1cccc(NC(=O)N2CCSc3ncccc32)c1	?	?	-8%
Cc1cc(C)cc(Nc2ccc([N+](=O)[O-])nc2[N+](=O)[O-])c1	-2%	-9%	-5%
Cc1cc(C)cc(NC(=S)N=Nc2c(O)n(C)c3ccc(S(=O)(=O)N4CCOCC4)cc23)c1	1.2µM*	4.6µM*	-2%
CCOC(=O)C1=C(CC)Nc2ccccc2N=C1NC(=O)Cn1cnc2ccccc2c1=O	-2%	-5%	-3%
O=C(Nc1ccc(Br)c2ccccc12)c1ccc2ccccc2c1O	8.2µM*	8.2µM*	-7%
O=C(CCNS(=O)(=O)c1ccc(OC(F)(F)F)cc1)NCCc1c[nH]c2ccccc12	15µM*	23µM*	-1%
O=C(CN1C(=O)c2ccccc2S1(=O)=O)Nc1ccccc1	-2%	-4%	-3%
COc1ccccc1-n1c(=S)[nH]c2c(sc(=S)n2-c2ccc(C)cc2C)c1=O	?	?	-19%
CCc1ccccc1Nc1nc2ccccc2n2cnnc12	?	?	-10%
C=CCc1cc(/C=C2/NC(=S)NC2=O)cc(OC)c1O	15µM*	21µM*	-1%
CCCCNC(=O)c1nc(C2CCN(S(=O)(=O)c3ccc(OC(F)(F)F)cc3)CC2)oc1-c1ccccc1	7.3µM*	6.5µM*	/
COc1ccccc1CC(=O)Nc1cc(C)on1	-20%	-5%	/
CC(C)c1ccc(CNC(=O)C(=O)NCC2CCCO2)cc1 (stereo unspecified)	-22%	-29%	-14%
Cc1ccc(NC(=O)c2ccc(NCCCN3CCC(C)CC3)c([N+](=O)[O-])c2)cc1F	4.6µM*	8.2µM*	-2%
NC(=O)c1ccc(NC(=O)CSc2nnc(-c3ccncc3)n2Cc2ccco2)cc1	17%	-6%	?
Oc1cccc2ccc(Nc3ccccn3)nc12	1.6µM*	3.7µM*	-7%
O=C(Nc1ccc2[nH]ncc2c1)c1ccccc1Cl	-14%	-16%	-8%
CCN(CC)c1nc(C)nc2c1sc(=S)n2C	1%	?	-9%
Cc1nc2ccccc2c(=O)n1-c1ccc(NC(=O)c2ccc([N+](=O)[O-])cc2)cc1	?	?	-1%
CC[C@]1(c2ccccc2C)ON(c2ccccc2C(F)(F)F)C1=O	-3%	-14%	?
O=C(c1cc(C(F)(F)F)cc(C(F)(F)F)c1)N1CCC2(CCCN(Cc3nccs3)C2)CC1	?	?	-13%
CCCCC[C@H](O)/C=C/[C@@H]1[C@@H](C/C=C\CCCC(=O)O)[C@@H](O)C[C@@H]1O	31%[4.12 µM]	6%[4.12 µM]	5%
COc1ccc(OCCNc2c([N+](=O)[O-])c(=O)oc3ccccc23)cc1	-3%	?	-1%
O=C(CCc1nnc(Cc2ccc(-c3ccccc3)cc2)o1)NCCc1ccccn1	?	?	-19%
O=C(NC(NCC1CCCO1)C(Cl)(Cl)Cl)c1cccc2ccccc12 (stereo unspecified)	?	?	3%
O=C1CCC(=O)N1CN(Cc1ccco1)CN1C(=O)CCC1=O	-43%	-10%	-10%

# Going on with the list:
structure	DT40 TDP1 CPT	TDP1 cell noCPT	KAT2A inh
CCOC(=O)c1sc(N2C(=O)C(O)=C(C(=O)c3ccc(C)o3)C2c2cccc([N+](=O)[O-])c2)nc1C (stereo unspecified)	-9%	?	?
Cn1c(=O)c2c(O)cc(=O)[nH]c2n(-c2ccccc2)c1=O	5%	3%	-4%
Cc1ccsc1C1C(C#N)=C(N)OC2=C1C(=O)CC(C)(C)C2 (stereo unspecified)	5%	-20%	-4%
O=C1NC(SCCCF)=N/C1=C/c1ccc(-n2cncn2)cc1	8%	-14%	-5%
CCOc1ccc(-n2ccnc(SCC(=O)NCCc3ccccc3)c2=O)cc1	?	?	-17%
O=C(NCCc1ccc(Cl)cc1)C(=O)NCC(c1ccco1)S(=O)(=O)c1cccs1 (stereo unspecified)	18µM*	?	-13%

# Full records, looked up by structure. Order of values: DT40 TDP1 CPT, TDP1 cell noCPT, KAT2A inh
# O=C(NCCc1ccc(Cl)cc1)C(=O)NCC(c1ccco1)S(=O)(=O)c1cccs1 (stereo unspecified) across the screens: 18µM*, ?, -13%
# O=C1NC(SCCCF)=N/C1=C/c1ccc(-n2cncn2)cc1 across the screens: 8%, -14%, -5%
# CCOc1ccc(-n2ccnc(SCC(=O)NCCc3ccccc3)c2=O)cc1 across the screens: ?, ?, -17%
# Cc1ccsc1C1C(C#N)=C(N)OC2=C1C(=O)CC(C)(C)C2 (stereo unspecified) across the screens: 5%, -20%, -4%

# Some of the compounds tested (hit frequency here may not be typical).
